High-throughput results as filed in PubChem BioAssay.
MT1-MMP act inh: blocks activation of human MT1-MMP | P50281 | HT1080 RFP-PRO-GFP cells, GFP/RFP ratio fluorescence, overnight; percent of plate control window, DMSO zero | GFP/RFP ratio change, % at 20 µM | 360,000 compounds, 0.061% hits | AID 651647;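 active = GFP/RFP ratio change of at least 30% with cell ATP level not reduced by more than half and red fluorescence within 50% of control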; note: strong numbers were not always called active
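Material – HT1080 RFP-PRO-GFP cells · Control set – DMSO wells and RFP-L50D-GFP cells · Incubation – overnight cell settling, then overnight compound exposure, 37 °C, 5% CO2 · Compound dosing – single-point 20 µM compound, 1% DMSO · Read-out – GFP/RFP fluorescence ratio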
Neddyl block: blocks human cullin neddylation. P61081+Q13564. calls only at 25 µM. AID 651699. 360,000 compounds, 0.58% hits. TR-FRET cullin neddylation, biochemical; in the data active = inhibition above about 36%
PABP1 MLLE inh: blocks PAM2 peptide binding to the PABP1 MLLE domain | P11940 | GST-MLLE / FITC-PAM2 fluorescence polarization | inhibition, % at 20 µM | 360,000 compounds, 0.36% hits | AID 588489; in the data active = inhibition above about 35%, passing the limit was not always enough;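 note: plate controls were DMSO wells with GST-MLLE for no effect and wells lacking GST-MLLE protein for full effect; some results filed as inactive read as strong as hits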
Rin1 Abl inh: inhibitors of human Rin1-Abl protein interaction; TR-FRET Rin1/Abl binding, biochemical; 360,000 compounds, 0.4% hits; inhibition, % at 7.35 µM; in the data active = inhibition above about 5%, passing the limit was not always enough
MsrA act: bovine methionine sulfoxide reductase A activation. purified bovine MsrA, absorbance read-out. activation, % at 10.6 µM. 360,000 compounds, 0.3% hits. AID 602163; in the data active = activation above about 7.5%;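 note: 0% = vehicle and 100% = reference activator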
CendR NRP1 mod: modulators of CendR peptide binding to human neuropilin-1 | FAM-RPARPAR peptide binding to NRP-1, fluorescence polarization | 360,000 compounds, 0.85% hits | AID 602438 | O14786 | inhibition, % at 25 µM;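 active = inhibition or corrected inhibition above about 18%, plus a signal ratio from 0.5 to 1.5, limit read from the data, passing the limit was not always enough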; note: strong numbers were not always called active
eLon inh: inhibits E. coli Lon protease | 360,000 compounds, 0.42% hits | purified E. coli Lon protease, fluorescence polarization | P0A9M0 | inhibition, % at 7.94 µM; in the data active = inhibition above about 13%, passing the limit was not always enough;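 note: 0% = enzyme with probe and DMSO and 100% = no enzyme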
FAS-TE inh: inhibitors of human fatty acid synthase thioesterase domain | 360,000 compounds, 0.67% hits | inhibition, % at 15 µM | AID 602261 | recombinant FAS-TE, OMFH fluorogenic substrate, fluorescence endpoint;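 active = compounds whose normalised, plate-corrected inhibition of enzyme fluorescence in the single-dose primary screen is 50% or more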;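 note: 0% = DMSO with enzyme and 100% = substrate without enzyme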
Target sequence (P49327 whole entry, looked up, the tested form may be a part): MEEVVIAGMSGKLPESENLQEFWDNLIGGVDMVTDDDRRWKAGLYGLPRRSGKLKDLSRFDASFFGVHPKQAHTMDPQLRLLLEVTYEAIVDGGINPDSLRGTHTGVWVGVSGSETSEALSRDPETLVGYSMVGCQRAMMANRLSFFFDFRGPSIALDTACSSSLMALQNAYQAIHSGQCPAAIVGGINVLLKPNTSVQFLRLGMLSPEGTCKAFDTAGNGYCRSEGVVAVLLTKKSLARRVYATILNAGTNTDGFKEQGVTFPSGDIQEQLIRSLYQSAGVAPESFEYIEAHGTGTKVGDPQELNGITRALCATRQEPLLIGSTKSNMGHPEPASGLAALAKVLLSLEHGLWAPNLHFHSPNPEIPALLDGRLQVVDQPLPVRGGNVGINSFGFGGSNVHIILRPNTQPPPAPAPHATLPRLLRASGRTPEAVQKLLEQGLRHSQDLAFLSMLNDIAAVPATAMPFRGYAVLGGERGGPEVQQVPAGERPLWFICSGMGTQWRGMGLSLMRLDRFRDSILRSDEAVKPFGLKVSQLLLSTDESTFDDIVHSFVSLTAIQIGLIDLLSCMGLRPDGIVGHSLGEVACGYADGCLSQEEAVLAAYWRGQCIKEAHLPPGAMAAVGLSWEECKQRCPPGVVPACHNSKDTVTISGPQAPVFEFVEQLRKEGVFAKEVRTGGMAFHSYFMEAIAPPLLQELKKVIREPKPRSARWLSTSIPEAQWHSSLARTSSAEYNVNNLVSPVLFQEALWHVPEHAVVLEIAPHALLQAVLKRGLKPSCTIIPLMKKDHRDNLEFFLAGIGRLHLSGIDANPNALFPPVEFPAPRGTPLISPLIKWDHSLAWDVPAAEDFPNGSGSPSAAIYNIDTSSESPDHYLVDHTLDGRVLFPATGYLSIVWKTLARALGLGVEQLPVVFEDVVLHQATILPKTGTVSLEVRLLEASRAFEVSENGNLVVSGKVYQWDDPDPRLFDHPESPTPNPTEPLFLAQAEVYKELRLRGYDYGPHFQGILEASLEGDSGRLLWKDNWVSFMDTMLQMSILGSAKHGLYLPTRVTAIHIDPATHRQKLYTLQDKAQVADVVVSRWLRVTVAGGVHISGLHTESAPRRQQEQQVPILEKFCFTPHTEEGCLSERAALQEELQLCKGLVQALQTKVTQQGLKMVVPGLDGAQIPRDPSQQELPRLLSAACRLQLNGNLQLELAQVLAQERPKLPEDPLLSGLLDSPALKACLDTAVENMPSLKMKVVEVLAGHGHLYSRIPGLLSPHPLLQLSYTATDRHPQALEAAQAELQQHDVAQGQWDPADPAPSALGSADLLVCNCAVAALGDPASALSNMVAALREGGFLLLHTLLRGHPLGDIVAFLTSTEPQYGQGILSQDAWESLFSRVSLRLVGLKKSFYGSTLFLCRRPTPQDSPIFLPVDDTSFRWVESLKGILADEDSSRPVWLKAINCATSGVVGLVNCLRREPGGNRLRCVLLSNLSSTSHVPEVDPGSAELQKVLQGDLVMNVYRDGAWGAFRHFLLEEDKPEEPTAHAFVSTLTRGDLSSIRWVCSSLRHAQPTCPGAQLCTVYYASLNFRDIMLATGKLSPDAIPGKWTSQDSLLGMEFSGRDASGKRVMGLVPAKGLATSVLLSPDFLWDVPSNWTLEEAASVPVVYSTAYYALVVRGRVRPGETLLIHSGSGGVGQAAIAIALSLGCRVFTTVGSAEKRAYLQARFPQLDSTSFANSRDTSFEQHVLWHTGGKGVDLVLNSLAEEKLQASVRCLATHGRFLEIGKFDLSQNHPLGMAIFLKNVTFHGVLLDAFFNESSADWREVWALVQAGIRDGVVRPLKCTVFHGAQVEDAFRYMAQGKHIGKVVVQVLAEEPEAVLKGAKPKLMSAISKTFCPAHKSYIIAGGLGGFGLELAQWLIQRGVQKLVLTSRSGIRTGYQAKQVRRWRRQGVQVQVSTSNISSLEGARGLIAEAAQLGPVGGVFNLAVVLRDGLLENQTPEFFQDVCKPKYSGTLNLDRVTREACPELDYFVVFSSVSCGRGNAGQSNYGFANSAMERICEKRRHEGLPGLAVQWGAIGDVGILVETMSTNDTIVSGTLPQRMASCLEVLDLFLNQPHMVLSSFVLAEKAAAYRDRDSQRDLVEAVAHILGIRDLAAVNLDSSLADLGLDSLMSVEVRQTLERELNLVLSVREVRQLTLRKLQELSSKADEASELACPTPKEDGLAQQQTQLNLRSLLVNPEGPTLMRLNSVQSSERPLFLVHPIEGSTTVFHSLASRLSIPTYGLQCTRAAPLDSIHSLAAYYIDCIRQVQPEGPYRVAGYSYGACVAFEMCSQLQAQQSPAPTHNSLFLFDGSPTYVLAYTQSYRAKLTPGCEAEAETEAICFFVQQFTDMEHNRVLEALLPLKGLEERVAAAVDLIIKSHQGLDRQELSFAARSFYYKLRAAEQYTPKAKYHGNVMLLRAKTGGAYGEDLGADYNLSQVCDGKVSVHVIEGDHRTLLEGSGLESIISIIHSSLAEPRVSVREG
SKN-1 inh: blocks SKN-1 activity in C. elegans; C. elegans VP596 Pgst-4::GFP/RFP ratio, acrylamide-induced, 24 h; inhibition, % at 21.8 µM; 360,000 compounds, 0.49% hits;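 active = interference check ratio from 0.5 to 1.5 plus GFP to RFP signal ratio inhibition reaching or exceeding a fixed threshold, cut at about 30% in these data, passing the limit was not always enough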; note: some compounds called inactive have numbers as strong as hits
The depositor's hits bear a star; i = inactive; . = no result given.

nr	smiles	MT1-MMP act inh	Neddyl block	PABP1 MLLE inh	Rin1 Abl inh	MsrA act
1	CC1(C)CC[C@]2(C(=O)O[C@@H]3OC(CO)[C@@H](O)[C@H](O)[C@H]3O)CC[C@]3(C)C(=CCC4[C@@]5(C)CC[C@H](O[C@@H]6OC(C(=O)O)[C@@H](O)[C@H](O)[C@H]6O)C(C)(C)C5CC[C@]43C)[C@@H]2C1 (stereo partly drawn)	0	i	8	-1	-2
2	Cc1ccc(N/C=C(/C#N)c2ccsc2)cc1C	-7	i	-3	-4	-1
3	Cc1ccc(C)c(S(=O)(=O)N2CCCCC2CCNC(=O)C(=O)NCc2ccccn2)c1 (stereo not drawn)	3	i	7	0	-2
4	Cc1ccc(S(=O)(=O)N2CCN(CCC#N)CC2)cc1	1	i	-4	-1	-4
5	CC(=O)CCc1ccc(OC(=O)c2cccnc2)cc1	-3	i	-5	1	0
6	CCCCc1nnc(NC(=O)CSCc2cc(=O)n3c(C)csc3n2)s1	2	i	14	2	-2
7	O=C(c1ccc(Br)cc1)N1CCN(Cc2ccccc2)CC1	-2	i	3	-1	-4
8	CCOC(=O)c1[nH]c(C)c(C(=O)N2CCCC(Nc3ccc(C)c(C)c3)C2)c1C (stereo not drawn)	1	i	-10	-3	-1
9	CCCC(C(=O)N1CCOCC1)N1C(=O)C2C3C=CC(C3)C2C1=O (stereo not drawn)	-3	i	-1	2	-12
10	Cn1ccc2c(N3CCOCC3)cc3c(c21)C1CCC3C1 (stereo not drawn)	1	i	0	3	-8
11	Cc1cc(C)c(OCC(=O)OCC(=O)NNC(=O)c2ccccc2F)c(C)c1	-2	i	12	0	-3
12	COC(=O)c1ccc(N2CCN(C)CC2)c(NC(=O)COc2cccc(C)c2)c1	-2	i	-10	0	-1

nr	CendR NRP1 mod	eLon inh	FAS-TE inh	SKN-1 inh
1	-34	-4	2	13
2	0	9	20	3
3	18	3	-4	-16
4	-22	-7	-1	6
5	8	-3	0	1
6	5	0	-5	16
7	9	-4	0	-7
8	4	-2	-4	17
9	-5	-1	-8	-16
10	11	-6	-2	-4
11	3	-4	-6	-3
12	7	1	-2	2

The final 5 records of the part above open the next one:
nr	smiles	MT1-MMP act inh	Neddyl block	PABP1 MLLE inh	Rin1 Abl inh	MsrA act
8	CCOC(=O)c1[nH]c(C)c(C(=O)N2CCCC(Nc3ccc(C)c(C)c3)C2)c1C (stereo not drawn)	1	i	-10	-3	-1
9	CCCC(C(=O)N1CCOCC1)N1C(=O)C2C3C=CC(C3)C2C1=O (stereo not drawn)	-3	i	-1	2	-12
10	Cn1ccc2c(N3CCOCC3)cc3c(c21)C1CCC3C1 (stereo not drawn)	1	i	0	3	-8
11	Cc1cc(C)c(OCC(=O)OCC(=O)NNC(=O)c2ccccc2F)c(C)c1	-2	i	12	0	-3
12	COC(=O)c1ccc(N2CCN(C)CC2)c(NC(=O)COc2cccc(C)c2)c1	-2	i	-10	0	-1
13	O=C1NC(c2ccccc2)C(c2ccccc2)N1 (stereo not drawn)	1	i	6	0	-1
14	CCCC(=O)N1CCC1(C)C(=O)NS(=O)(=O)c1cccc(C)c1 (stereo not drawn)	-5	i	16	2	-2
15	N=c1c2c(n(Cc3ccc(Cl)c(Cl)c3)c3c1CCC3)CCCC2	-17	i	-6	6	-4
16	Cc1ccc(-c2nnc(SCC(=O)NC3CCCc4ccccc43)n2N)cc1 (stereo not drawn)	15	i	-19	-4	-1
17	O=C(NCc1ccccc1)C1CCC(=O)N(CCN2CCOCC2)C1 (stereo not drawn)	-1	i	4	1	-2
18	O=C1CCCC(O)=C1C1C2=C(CCCC2=O)OC2=C1C(=O)CCC2	-5	i	-12	-1	-2
19	Cc1ccc(/C=C2\SC(=S)N(CCC(=O)NNC(=O)c3ccncc3)C2=O)cc1	8	i	1	-1	-5
20	Cc1cc(C)cc(NC(=S)NC2CC3CCCC(C2)N3C2CC2)c1 (stereo not drawn)	1	i	4	3	-1
21	Cc1cccc(Cc2cnc(NC(=O)C3=NCCN3)s2)c1	12	i	14	1	-1
22	CCn1cc(C(=O)NCc2ccco2)c(=O)c2cc(F)c(N3CCN(C(=O)c4ccco4)CC3)cc21	0	.	-3	0	0
23	CN(CC(=O)Nc1ccc(F)cc1)C(=O)COC(=O)c1cc(S(=O)(=O)N(C)C)ccc1N1CCCC1	-1	i	-10	0	-2
24	CS(=O)(=O)N(CC(=O)N1CCCCCC1)c1cccc(Br)c1	0	i	-12	4	-1

nr	CendR NRP1 mod	eLon inh	FAS-TE inh	SKN-1 inh
8	4	-2	-4	17
9	-5	-1	-8	-16
10	11	-6	-2	-4
11	3	-4	-6	-3
12	7	1	-2	2
13	17	-12	-5	-2
14	13	2	-5	-6
15	3	0	-10	9
16	2	-18	-3	-2
17	3	-5	-6	12
18	-6	-4	-4	-2
19	-18	-8	-4	5
20	5	10	-4	5
21	-2	3	-4	-3
22	-18	-6	-129	8
23	0	-1	1	6
24	-5	-5	-1	10

New compounds follow.
nr	smiles	MT1-MMP act inh	Neddyl block	PABP1 MLLE inh	Rin1 Abl inh	MsrA act
25	COc1ccccc1Cc1c(-c2cccc(Br)c2)nc2ccc(Br)cn12	-1	i	-26	8	-12
26	O=C(O)C(Cc1c[nH]c2ccccc12)N1C(=O)c2ccccc2C1=O (stereo not drawn)	-4	i	6	-2	-4
27	O=C(O)CC(c1ccc(Br)cc1)N1Cc2ccccc2C1=O (stereo not drawn)	1	i	11	7	-4
28	CCc1ccc(NC(=O)c2cc(S(=O)(=O)N3CCc4ccccc43)cn2C)cc1	-10	i	-13	1	-4
29	Cc1cc(C)cc(NC(=O)[C@H](Cc2c[nH]c3ccccc23)NC(=O)[C@@H]2Cc3ccccc3CN2)c1	8	i	-3	4	-8
30	CCOC(=O)c1sc(NC(=O)CSc2nnc(C(C)C)n2CC)nc1C	1	i	-13	1	1
31	COc1ccccc1NS(=O)(=O)c1cccc(C(=O)N/N=C/c2c(C)nn(-c3ccccc3)c2N2CCCC2)c1	-5	.	-7	-4	-6
32	COc1ccccc1C(=Cc1ccc([N+](=O)[O-])cc1)C(=O)O	4	i	0	0	-3
33	CC(C)OC(=O)CSc1nnc(-c2ccccn2)n1N	4	i	-1	-4	-1
34	C[C@H]1CN([C@@H](C)CO)C(=O)CCCn2nncc2CO[C@@H]1CN(C)S(=O)(=O)c1ccc(-c2ccccc2)cc1	2	i	1	3	-2
35	COc1ccc(S(=O)(=O)N2CCOCC2)cc1NC(=O)COC(=O)c1ccc(C)s1	-2	i	-2	-3	-1
36	Cc1cc(C)n2c(SCC(=O)N(C)C3CCCCC3)nnc2n1	4	i	13	1	-2

nr	CendR NRP1 mod	eLon inh	FAS-TE inh	SKN-1 inh
25	-29	-9	6	26
26	3	-17	-9	-12
27	1	-6	-2	-2
28	-9	-7	32	13
29	3	-16	8	1
30	-8	-2	0	1
31	-4	-5	62*	4
32	-6	-3	-5	8
33	1	0	-6	17
34	4	-4	-8	-3
35	1	0	5	-4
36	2	-4	0	11

(list continues)
nr	smiles	MT1-MMP act inh	Neddyl block	PABP1 MLLE inh	Rin1 Abl inh	MsrA act
37	NC(=O)c1ccc(NC(=O)COC(=O)CNC(=O)c2sc3ccccc3c2Cl)cc1	-1	i	-35	-3	0
38	COc1ccc(-c2oc3c(c2C#CCCCCO)C(OCCO)CC3)cc1 (stereo not drawn)	4	i	.	.	-2
39	CCOC(=O)C1=C(C)S/C(=C\N(C)C)C1=O	2	i	9	-1	-14
40	Cc1cc(C(=O)OCC(=O)Nc2cccc(S(=O)(=O)N(C)C)c2)c2ccccc2n1	-1	i	-15	-2	-3
41	CC1CCN(CCNC(=O)c2ccc(NC(=O)C3CCCO3)cc2)CC1 (stereo not drawn)	1	i	0	4	-2
42	CCCCNC(=O)Nc1c(C)cc(SC#N)cc1C	-4	i	30	2	-2
43	COc1cc(CNCCCCO)ccc1OCc1ccccc1F	1	i	-5	3	0
44	C=CCn1c(O)c(N=Nc2nc3ccccc3c(=O)n2-c2ccccc2)c2ccccc21	0	i	6	1	-6
45	CCc1ccc(-n2c(=O)c3c(C)c(C(=O)N(C)C)sc3n(CC(=O)NCc3ccco3)c2=O)cc1	0	i	-3	-5	-3
46	CC1(C)CC(CCNS(=O)(=O)c2ccccc2)(c2ccccc2)CCO1 (stereo not drawn)	3	i	-2	-3	-6
47	CSCCC(NC(=O)c1cc([N+](=O)[O-])cc([N+](=O)[O-])c1)c1nc2ccccc2[nH]1 (stereo not drawn)	4	i	6	-2	-1
48	C=CCOC(=O)C(C#N)c1nc2ccccc2nc1N1CCN(Cc2ccccc2)CC1 (stereo not drawn)	-17	i	0	-2	-3

nr	CendR NRP1 mod	eLon inh	FAS-TE inh	SKN-1 inh
37	-13	1	-7	11
38	-6	-4	-7	15
39	11	-5	-7	15
40	-1	-4	2	-6
41	1	-11	-7	-18
42	9	-3	-9	5
43	-72	3	-7	13
44	1	3	2	-2
45	1	0	-3	-9
46	-9	-10	1	-4
47	7	9	33	5
48	-11	-8	21	14

(next part)
nr	smiles	MT1-MMP act inh	Neddyl block	PABP1 MLLE inh	Rin1 Abl inh	MsrA act
49	CCOC(=O)C1CCN(C(=O)CCCn2nc(C)c3c(C)n(-c4ccc(C)cc4)nc3c2=O)CC1	6	i	-2	2	-11
50	O=C(O)CN1CCN(Cc2ccccc2Cl)C1=O	2	i	-6	-3	-1
51	COc1ccc(C2CC(O)(c3ccccc3)Oc3c(C)ccc(C)c32)cc1 (stereo not drawn)	-4	i	-12	3	-3
52	COc1ccc(Cc2nnc(NC(=O)C3CC(=O)N(c4ccccc4C)C3)s2)cc1OC (stereo not drawn)	3	i	10	2	1
53	O=C(CSCc1cccc(CSCC(=O)Nc2ccc3ccccc3c2)n1)Nc1ccc2ccccc2c1	-11	i	5	-3	0
54	COc1ccc(S(=O)(=O)NCC(c2ccc(C)cc2)N2CCN(C)CC2)cc1 (stereo not drawn)	-7	i	5	1	-10
55	Cc1ccc2ccc3cccnc3c2n1	3	i	15	0	-4
56	Cc1[nH]nc(SCC(=O)N(C)c2ccccc2)c1[N+](=O)[O-]	1	i	6	0	-2
57	NNC(=O)c1sc(-c2ccccc2)cc1N	-20	i	-29	0	-12
58	Cc1cc(C)c2c3c(cn2n1)c(=O)n(C)c(=O)n3C	0	i	2	0	-4

nr	CendR NRP1 mod	eLon inh	FAS-TE inh	SKN-1 inh
49	4	8	0	1
50	0	-7	-9	-15
51	15	-1	26	-6
52	-18	-1	-5	6
53	8	3	19	-7
54	-1	-4	-1	2
55	-6	-10	-4	1
56	-5	-13	-3	-2
57	-20	-6	-3	-5
58	-12	-9	-4	-7

Some entries already given with just Rin1 Abl inh:
no.	SMILES	Rin1 Abl inh
51	COc1ccc(C2CC(O)(c3ccccc3)Oc3c(C)ccc(C)c32)cc1 (stereo not drawn)	3
52	COc1ccc(Cc2nnc(NC(=O)C3CC(=O)N(c4ccccc4C)C3)s2)cc1OC (stereo not drawn)	2

No enrichment for hits; any-hit rate near 4%.
